# Screening data from PubChem BioAssay.
# S1P4 antagonist – antagonists of human S1P4 receptor | O95977 | S1P4-expressing cells, antagonist mode, reporter read-out | inhibition, % at 4.98 µM | 220,000 compounds, 0.26% hits; in the data active = inhibition above about 29%;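 also: 0% = wells stimulated with agonist and 100% = vehicle wells without agonist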
# Target sequence (O95977 whole entry, looked up): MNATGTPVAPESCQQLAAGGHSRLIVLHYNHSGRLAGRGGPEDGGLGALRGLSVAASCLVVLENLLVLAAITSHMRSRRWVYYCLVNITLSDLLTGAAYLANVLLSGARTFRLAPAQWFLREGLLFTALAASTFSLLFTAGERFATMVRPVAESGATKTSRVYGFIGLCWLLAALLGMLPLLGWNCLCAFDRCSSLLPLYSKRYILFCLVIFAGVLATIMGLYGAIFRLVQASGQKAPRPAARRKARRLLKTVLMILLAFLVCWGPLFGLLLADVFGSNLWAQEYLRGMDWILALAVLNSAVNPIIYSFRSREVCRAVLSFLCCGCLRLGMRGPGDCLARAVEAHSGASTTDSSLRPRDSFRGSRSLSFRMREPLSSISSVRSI
# S1P4 agonist – activates the human S1P4 receptor; S1P4-expressing cell line, agonist reporter assay; activation, % at 4.98 µM; 220,000 compounds, 0.35% hits; AID 1509; in the data active = activation above about 11%;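 also: 0% = DMSO vehicle and 100% = reference agonist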
# NPY-Y2 PAM-ag – human NPY-Y2 potentiation or agonism, primary screen. AID 1359. P49146. activation, % at 3.6 µM. 220,000 compounds, 0.45% hits. cells expressing NPY-Y2, potentiator/agonist read-out; in the data active = activation above about 27%;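 also: cells stimulated with NPY near EC25 plus isoproterenol at EC100; 0% = vehicle plus submaximal agonist and 100% = vehicle plus saturating agonist; some results beyond the cut were filed as inactive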
# BaF3 tox – counter-screen for JAK2V617F inhibitors: parental Ba/F3 viability inhibitors. AID 1486. 220,000 compounds, 1.1% hits. CellTiter-Glo ATP luminescence. inhibition, % at 5.6 µM;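 active = inhibition above a per-campaign cutoff, the mean inhibition of all tested compounds plus 3 SD, cut at about 27% in these data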;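 also: 0% = DMSO wells and 100% = JAK Inhibitor I control wells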
# Wee1 stabilizer – inhibitors of human Wee1 degradation | P30291 | HeLa Luc-Wee1K328M stability, luciferase luminescence; 100% = proteasome inhibitor MG132 effect | reporter increase, % at 5 µM | 220,000 compounds, 1.2% hits | AID 1321;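 active = activation above the mean of all tested compounds plus 3 SD, set per screening run, cut at about 8.8% in these data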;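 also: cells exposed to compound for 20 h before luminescence read; 0% = DMSO alone and 100% = MG132 at 30 µM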
# Target sequence (P30291 whole entry K328M): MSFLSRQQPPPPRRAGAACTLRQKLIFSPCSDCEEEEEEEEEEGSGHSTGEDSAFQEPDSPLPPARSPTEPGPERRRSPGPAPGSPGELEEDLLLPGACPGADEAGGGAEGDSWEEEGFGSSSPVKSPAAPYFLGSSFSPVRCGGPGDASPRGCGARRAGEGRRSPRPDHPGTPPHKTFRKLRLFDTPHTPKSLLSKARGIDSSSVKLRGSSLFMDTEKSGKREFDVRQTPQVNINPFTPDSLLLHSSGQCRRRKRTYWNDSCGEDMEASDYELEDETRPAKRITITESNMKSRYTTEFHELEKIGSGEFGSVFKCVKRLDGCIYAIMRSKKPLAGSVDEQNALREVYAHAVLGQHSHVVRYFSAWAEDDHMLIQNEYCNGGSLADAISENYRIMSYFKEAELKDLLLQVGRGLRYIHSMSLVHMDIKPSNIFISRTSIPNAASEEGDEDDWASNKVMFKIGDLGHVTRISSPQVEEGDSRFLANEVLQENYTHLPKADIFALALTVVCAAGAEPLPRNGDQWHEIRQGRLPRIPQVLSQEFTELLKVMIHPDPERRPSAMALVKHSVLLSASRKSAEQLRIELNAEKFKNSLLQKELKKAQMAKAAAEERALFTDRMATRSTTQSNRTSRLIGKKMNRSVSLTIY
# MDM2 E3 inh – blocks human Mdm2 ubiquitin ligase activity. Q00987. signal enhancement, % at 5 µM. cell-based MDM2 ubiquitination luciferase reporter, 2 h; 0 = plate control, 100 = twice control, blank-subtracted. 210,000 compounds, 0.11% hits;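 active = signal enhancement of 30% or more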;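 also: luminescence tracks abundance of the self-degrading MDM2-luciferase fusion protein; higher signal means inhibition of MDM2 E3 ligase activity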
#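 Timing – 2 h compound exposure at 37 °C · Assay system – mammalian cells stably expressing self-ubiquitinating, self-degrading MDM2 E3–luciferase fusion · Amount – 2000 cells seeded into each well · Measure – % luminescence enhancement versus blank-corrected plate control mean · Measured by – SteadyLite luminescence, 15 min reagent step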
# Ba/F3 V617F tox – lowers viability of Ba/F3 cells expressing EpoR and JAK2V617F. ATP luminescence. inhibition, % at 5.6 µM. 220,000 compounds, 1.1% hits. AID 1446;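 active = inhibition above the campaign mean plus 3 SD over all tested compounds, cut at about 24% in these data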;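 also: cytokine-independent growth of Ba/F3 cells driven by EpoR plus mutant JAK2; 0% = DMSO-treated cells and 100% = JAK inhibitor I control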
# PERK inhibitor – inhibitors of human PERK kinase; 220,000 compounds, 0.17% hits; AID 1416; inhibition, % at 5.6 µM; CHO PERK-DD fusion, SEAP luminescence translation reporter;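 active = inhibition above the mean inhibition of all tested compounds plus 3 SD, set separately per screening campaign, cut at about 2.9% in these data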;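 also: PERK kinase domain activated by AP20187 dimerizer at 100 nM; 0% = DMSO with dimerizer and 100% = rapamycin at 8.4 µM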
# eIF4E 4G PPI – blocks eIF4E binding to eIF4G. TR-FRET eIF4E-eIF4GI(517-606) binding, 2 h. 220,000 compounds, 0.37% hits. AID 782. inhibition, % at 21.7 µM;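 active = inhibition above about 30%, limit read from the data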;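 also: 0% = full FRET control wells and 100% = background wells lacking eIF4GI fragment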
# Starred values were filed as active, the others as inactive; x = no result given; [ ] = remark or other dose.
# The first two records, ahead of the listing:
SMILES,S1P4 antagonist,S1P4 agonist,NPY-Y2 PAM-ag,BaF3 tox,Wee1 stabilizer,MDM2 E3 inh,Ba/F3 V617F tox,PERK inhibitor,eIF4E 4G PPI
Cc1ccc(S(=O)(=O)N2CCN(c3ccc([N+](=O)[O-])c(Sc4nncn4C)c3)CC2)cc1,-2,-0.4,5,8,1,10,5,-1.1,12
CC(C)c1nnc(NC(=O)c2ccc3c(c2)OCO3)s1,1,-0.5,-8,3,2,-68,2,-0.4,3

# Results, from the first entry:
SMILES,S1P4 antagonist,S1P4 agonist,NPY-Y2 PAM-ag,BaF3 tox,Wee1 stabilizer,MDM2 E3 inh,Ba/F3 V617F tox,PERK inhibitor,eIF4E 4G PPI
Cc1ccc(S(=O)(=O)N2CCN(c3ccc([N+](=O)[O-])c(Sc4nncn4C)c3)CC2)cc1,-2,-0.4,5,8,1,10,5,-1.1,12
CC(C)c1nnc(NC(=O)c2ccc3c(c2)OCO3)s1,1,-0.5,-8,3,2,-68,2,-0.4,3
CC1OC23CCCCC2C(C#N)(C(=N)O3)C1(C#N)C#N (centres undefined),11,12*,2,2,2,-6,-4,1.4,4[fluorescence artefact?]
CCOc1cc(C2NC(=O)NC(c3ccccc3)=C2C(C)=O)ccc1OCC(N)=O (centres undefined),-4,-3.6,0,5,-2,-9,3,-0.2,2
CCOC(=O)C1CCCN(c2c(Nc3cc(C)cc(C)c3)c(=O)c2=O)C1 (centres undefined),-12,3.7,2,2,0,-7,-5,-0.5,-4
CN(C)c1ccc(/C=N/N2C(=N)N(c3ccccc3)C(=S)C2=Nc2ccccc2)cc1,-3,1.6,18,1,1,x,-3,-0.4,x
CCCN(CC(=O)Nc1ccc(F)c(F)c1F)Cc1cc(=O)n2ccsc2n1,-8,0.6,-6,9,1,-7,-2,0.2,-7
CN(c1cccc(NS(=O)(=O)c2cccs2)c1)S(C)(=O)=O,-22,-4.0,-4,5,0,-9,1,0.7,-16
CCOc1ccc(NC(=S)NNC(=S)Nc2cccc(C(F)(F)F)c2)cc1,-67,0.6,31,-1,0,-3,1,1.6,-3
N/C(=N\c1nc2ccccc2o1)NC(=O)C(Cc1ccccc1)N1C(=O)c2ccccc2C1=O (centres undefined),6,-1.8,-6,7,-1,-3,-2,-1.0,-13
O=C1/C(=C\c2ccncc2)SC(=S)N1C1CCCCC1,1,0.4,21,2,-2,-13,0,0.3,3
COc1ccc(/C=N/NC(=O)c2cccc(Br)c2)cc1Cn1cc(Cl)cn1,-2,1.2,-14,5,3,-1,1,0.4,3
O=C(NC(=S)NCC1CCCO1)c1cccs1 (centres undefined),-9,0.3,3,4,-1,x,-2,0.8,0
COc1ccccc1CNC(=O)Cn1cccc1,-10,-2.4,-9,4,2,-11,-1,0.6,4[fluorescence artefact?]
Cc1nc(C)n(C(C)CC(=O)O)n1 (centres undefined),-5,0.7,4,10,3,0,2,0.1,5[fluorescence artefact?]
COc1ccccc1Nc1nc(N)nc(CSc2nnc(C)s2)n1,-17,-1.3,14,1,0,-4,-1,1.1,4
CC(=O)/C(C#N)=C1\NC(=O)C(Cc2ccccc2)S1 (centres undefined),-18,-1.4,-5,2,-3,-6,-1,1.5,3
CCC1Oc2ccccc2N(CC(=O)NCCc2ccc(OC)c(OC)c2)C1=O (centres undefined),2,1.0,4,-1,4,x,-2,0.3,-4
Cc1ccc(S(=O)(=O)NCCOc2nc(N3CCOCC3)nc(N3CCOCC3)n2)cc1,0,0.2,11,0,-3,4,-2,-0.5,x
CCOC(=O)c1sc(NC(=O)Cc2c(F)cccc2Cl)nc1C,9,-1.4,-11,-2,2,-17,-1,1.0,4
CC(=O)Nc1ccc(C(=S)NCC2(N(C)C)CCCCC2)cc1,-13,1.3,8,5,-2,-3,1,-0.2,1
O=C(CS(=O)(=O)c1ccccc1)Nc1nc(-c2ccccc2)cs1,-10,0.3,-3,5,1,-5,-1,0.0,-6
CSc1nnnn1CCn1nnnc1SC,20,0.7,1,6,-1,-12,3,1.1,-8
Cc1nc2nc(-c3cccnc3)[nH]n2c(=O)c1C,-12,3.2,-8,2,0,-22,5,-0.1,-5
COc1ccc(-c2nnc(SCC#N)o2)cc1,-4,-1.2,0,-1,-1,-14,-1,0.9,-8

# 2 successive records out of the list so far, quoted:
SMILES,S1P4 antagonist,S1P4 agonist,NPY-Y2 PAM-ag,BaF3 tox,Wee1 stabilizer,MDM2 E3 inh,Ba/F3 V617F tox,PERK inhibitor,eIF4E 4G PPI
CC(=O)/C(C#N)=C1\NC(=O)C(Cc2ccccc2)S1 (centres undefined),-18,-1.4,-5,2,-3,-6,-1,1.5,3
CCC1Oc2ccccc2N(CC(=O)NCCc2ccc(OC)c(OC)c2)C1=O (centres undefined),2,1.0,4,-1,4,x,-2,0.3,-4

# Next compounds:
SMILES,S1P4 antagonist,S1P4 agonist,NPY-Y2 PAM-ag,BaF3 tox,Wee1 stabilizer,MDM2 E3 inh,Ba/F3 V617F tox,PERK inhibitor,eIF4E 4G PPI
O=S(=O)(Nc1ccc(S(=O)(=O)N2CCCCC2)cc1)c1ccc(Br)s1,-13,-0.2,20,5,-2,-20,-4,0.7,3
O=C(CP(=O)(CO)CO)c1ccc(Cl)cc1,6,2.4,16,-2,-3,-13,-7,1.2,-6
Cc1ccc(-c2nc(-c3ccccc3)no2)c(Cl)c1,-7,-1.7,5,3,-2,-90,-2,1.8,-2
Cc1ccc(NC(=S)N(Cc2cccs2)Cc2cc3cccc(C)c3[nH]c2=O)cc1,-16,-0.1,7,-1,0,-8,-3,0.0,-2
CCOC(=O)CC1=C(C(=O)OCC)C(c2ccc(C)o2)C(C#N)=C(N)O1 (centres undefined),-14,2.0,-8,1,-1,-9,1,0.0,-1[fluorescence artefact?]
Cc1c(Cl)c(=O)oc2cc(OCC(=O)NCc3cccs3)ccc12,-24,-0.4,4,1,1,-4,-2,-0.6,3
CCOc1cc(C2C(C#N)=C(N)Oc3n[nH]c(-c4ccncc4)c32)cc([N+](=O)[O-])c1O (centres undefined),13,2.2,-5,4,1,-16,0,0.8,-4
Cc1ccc(C)c(OCC(O)CN2C(C)CCCC2C)c1 (centres undefined),6,0.1,-15,3,8,-6,1,-1.2,-5[fluorescence artefact?]
CC(C)(C)c1ccc(S(=O)(=O)N2CCN(CCC#N)CC2)cc1,-10,-0.7,4,3,3,0,-3,0.8,-7
COc1cc2c(c(OC)c1)C(c1cccc(OC)c1OC)CC(=O)N2 (centres undefined),-14,0.3,-3,4,-1,-15,0,-0.8,3
COc1ccc(CCc2nnc(CCC(=O)NCc3cnn(-c4ccccc4C)c3)o2)cc1,-13,1.0,1,4,-2,-31,-2,2.2,-1
CCOC(=O)c1c(C)n(-c2ccc(OC)cc2)c2ccc(O)c(CN(C)C)c12,-4,2.2,-47,-7,0,-11,6,-1.5,-4
Cc1c(S(=O)(=O)Nc2ccc3c(c2)OCCO3)cnn1C,-24,4.1,-3,-2,1,-2,-4,0.4,8
Cc1ccc(COc2ccc(Br)cc2/C=N/O)cc1,-8,6.7,-25,4,0,-10,2,-0.3,0
Cc1cc(-n2c(C)cc(C(=O)CN3C(=O)NC4(CCCCC4C)C3=O)c2C)no1 (centres undefined),-28,0.1,14,3,-1,-11,-2,-0.5,-22[fluorescence artefact?]
Cc1cccc(-n2nnnc2SCn2nnc3ccccc3c2=O)c1,-1,-0.7,-13,11,0,-4,4,-0.6,-7
CCCN1C(=O)/C(=C/c2ccc(C)s2)NC1=S,3,0.6,4,1,-1,-4,0,0.8,-2
COc1ccc2nc(NC(=O)Nc3cccc4ccccc34)sc2c1,3,0.7,13,4,-2,-9,-1,0.8,0
COCCSc1nc2c(c(=O)[nH]c(=O)n2C)n1Cc1cccc(C)c1,-6,-0.3,9,-2,-3,-2,-2,0.5,-2
CCOc1ccc(NC(=O)CSc2nnc(-c3ccco3)n2C)cc1,-10,1.4,7,1,3,-5,-2,-0.1,-1
O=C(N/N=C/c1ccco1)c1cc(C2CC2)[nH]n1,-16,0.8,14,0,0,-22,2,1.1,1
CCOC(=O)c1c(C)oc2c1c(C=NCc1ccccn1)c(O)c1ccccc12,-5,0.0,-4,11,6,-13,4,-0.8,-1[fluorescence artefact?]
Clc1ccc(Oc2cccc(/C=N/n3cnnc3)c2)cc1,-11,1.3,-4,4,2,-10,-2,1.3,-2
O=C(N/N=C/c1ccc(Cl)cc1Cl)c1cccc(F)c1,-3,-0.8,-19,5,1,-7,4,0.0,-4
O=C(N/N=C/c1cccc(O)c1)c1ccc(COc2cccc3cccnc23)cc1,-7,0.5,1,6,-1,-10,3,0.8,2

# Some entries already given, showing only Wee1 stabilizer:
molecule,Wee1 stabilizer
Cc1cc(-n2c(C)cc(C(=O)CN3C(=O)NC4(CCCCC4C)C3=O)c2C)no1 (centres undefined),-1
Clc1ccc(Oc2cccc(/C=N/n3cnnc3)c2)cc1,2

# Random excerpt: 5 records from the list.
SMILES,S1P4 antagonist,S1P4 agonist,NPY-Y2 PAM-ag,BaF3 tox,Wee1 stabilizer,MDM2 E3 inh,Ba/F3 V617F tox,PERK inhibitor,eIF4E 4G PPI
CCOc1ccc(NC(=O)CSc2nnc(-c3ccco3)n2C)cc1,-10,1.4,7,1,3,-5,-2,-0.1,-1
Clc1ccc(Oc2cccc(/C=N/n3cnnc3)c2)cc1,-11,1.3,-4,4,2,-10,-2,1.3,-2
COc1cc2c(c(OC)c1)C(c1cccc(OC)c1OC)CC(=O)N2 (centres undefined),-14,0.3,-3,4,-1,-15,0,-0.8,3
O=C(N/N=C/c1cccc(O)c1)c1ccc(COc2cccc3cccnc23)cc1,-7,0.5,1,6,-1,-10,3,0.8,2
Cc1cccc(-n2nnnc2SCn2nnc3ccccc3c2=O)c1,-1,-0.7,-13,11,0,-4,4,-0.6,-7

# (next part)
SMILES,S1P4 antagonist,S1P4 agonist,NPY-Y2 PAM-ag,BaF3 tox,Wee1 stabilizer,MDM2 E3 inh,Ba/F3 V617F tox,PERK inhibitor,eIF4E 4G PPI
COc1cccc(/C=N/NC(=O)CCc2c(C)n[nH]c2C)c1O,19,0.1,8,0,-1,2,-2,0.2,9
CC(/C=C/c1ccc(N(C)C)cc1)=N\N=C1\NC(=O)CC(C(=O)Nc2ccccc2)S1 (centres undefined),-13,1.8,3,5,3,2,0,-0.3,9[fluorescence artefact?]
Cc1cc2cc(C)c3nnc(SCC(=O)N4CCN(C(=O)c5ccco5)CC4)n3c2cc1C,-31,-0.2,-7,-1,-1,x,1,-0.5,x
Cc1nnc(NC2=NCCC2)s1,-19,2.1,5,1,3,24,-3,0.5,0
O=[N+]([O-])c1ccc(Nc2c3ccccc3nc3ccccc23)cc1,-4,5.6,31*,3,4,-20,-2,0.3,-2
O=C(CN1CCCCCC1)Nc1ccc(S(=O)(=O)N2CCOCC2)cc1,-15,-0.7,0,3,9.6*,7,-3,1.1,0
C=CCc1c(O)c(CC)cc2c(C)cc(=O)oc12,-8,28*,-12,0,1,-4,4,-0.6,-8
O=C(N/C(=N\O)c1ccccc1)Nc1ccc(Cl)cc1,-5,4.4,11,3,6,-2,-1,1.6,-18

# This is a random part of the collection. About 4.1% of those tested had a hit in this group.
